PAX8 reporter = PAX8 transcriptional activity inhibition | inhibition, % at 12.6 µM | 360,000 tested, 1.2% active | AID 652154 | RMG-I TPO-luciferase reporter, SteadyGlo, 24 h;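 active = mean replicate inhibition at least 60% with every replicate also reaching 60%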;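 note: luciferase light reporting Pax8 driven TPO promoter activity; plate controls were median of neutral control wells for no effect and mitoxantrone controls for full effect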
CASP6 VEID inh = caspase-6 (human) enzyme inhibition; inhibition, % at 12.5 µM; purified caspase-6, Z-VEID-R110 cleavage fluorescence; P55212; 350,000 tested, 0.53% active; AID 686996;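 active = mean inhibition across replicates at least about 35%, with every replicate also reaching that limit, limit read from the data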;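 note: 0% = median of neutral control wells and 100% = no fluorescence left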
Target sequence (P55212 24-179 limits assumed): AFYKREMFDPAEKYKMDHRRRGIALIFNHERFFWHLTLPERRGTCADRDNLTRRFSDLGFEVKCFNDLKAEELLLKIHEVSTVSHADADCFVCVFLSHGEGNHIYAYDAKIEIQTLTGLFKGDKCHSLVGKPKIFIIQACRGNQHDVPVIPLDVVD
Target sequence (P55212 194-293 limits assumed): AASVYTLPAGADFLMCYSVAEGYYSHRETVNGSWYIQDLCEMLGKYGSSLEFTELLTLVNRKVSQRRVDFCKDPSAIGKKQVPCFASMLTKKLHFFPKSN
Cneo AK release = causes C. neoformans cell lysis; adenylate kinase release luminescence, 4 h; normalised: neutral wells 0, clomiphene wells 100; 360,000 tested, 0.2% active; lysis activity, % at 15 µM;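 active = mean lysis activity across replicates of at least 80%, whatever share of replicates individually reach that level; inactive = mean lysis activity below 80%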
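Material: C. neoformans cells | Amount: Yeast cell density of 5 × 10^6 cells/mL | Medium: Fresh YPD growth medium | Dosing: Single dose | Times: Static 4 h at 37 °C with compound, 1 h detection | Detection: AK luminescence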
PGC1a acetyl inh = PGC1a acetylation modulation, inhibitor mode | AID 651687 | 350,000 tested, 0.17% active | inhibition, % at 15.6 µM | U2OS PGC1a acetylation, AlphaScreen anti-acetyl-lysine; with virally co-expressed GCN5 acetyltransferase;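 active = every replicate shows inhibition of at least 40%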;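 note: 0% = neutral control wells and 100% = positive control wells; some results beyond the cut were filed as inactive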
LGR2 inh = inhibitors of bursicon-induced Drosophila LGR2 receptor cAMP signaling | HEK293 LGR2, CRE-luciferase, bursicon-stimulated, 4 h | inhibition, % at 9.99 µM | 380,000 tested, 0.35% active | AID 720647;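 active = drop in luminescence signal, shown as inhibition above about 50% in the replicate tests, limit read from the data, passing the limit was not always enough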;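 note: agonist challenge used bursicon conditioned medium at about half maximal strength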
miR122 inh = inhibitors of miR-122 in Huh7 cells; 340,000 tested, 0.3% active; activation (reporter increase), % at 12.5 µM; Huh7 miR-122 Renilla luciferase sensor, 48 h; neutral wells = 0, positive control = 100;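 active = mean replicate activation score at least 90 and every replicate individually at or above 90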;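 note: higher luciferase means less miR-122 activity so hits act as miR-122 inhibitors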
EWS-Fli block = EWS/Fli transcriptional activity inhibition. A673 NR0B1-luciferase reporter, viability-normalised. inhibition, % at 12.6 µM. 350,000 tested, 0.67% active. AID 651661;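 active = mean inhibition of at least 50% after viability correction, with every replicate also passing that limit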;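 note: firefly luciferase signal divided by Alamar Blue viability fluorescence both relative to DMSO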
FN deposition inh = fibronectin deposition inhibition. AH1F fibroblasts, Alexa488-fibronectin deposition fluorescence, overnight. inhibition, % at 12.6 µM. 350,000 tested, 0.086% active;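 active = mean inhibition across replicates of 30% or more, regardless of how many single replicates reach that level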;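 note: positive control wells lacked labelled fibronectin entirely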
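test system = AH1F fibroblasts assembling fluorescent fibronectin matrix | quantity = 10000 AH1F cells per well | buffer or medium = DMEM plus 2% serum, read in PBS | doses = single dose, pinned | incubation = 1 h cell attachment, overnight exposure to compound and label | detection = fluorescence at 485 nm excitation, 525 nm emission | read-out basis = inhibition from reduced deposited-fibronectin fluorescence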
* hit, by the source's call; . = no result given; & = joins results of further samples; [ ] = remark or other dose. Outcome played no part in choosing rows (roughly 2.5% active in at least one column).

SMILES	PAX8 reporter	CASP6 VEID inh	Cneo AK release	PGC1a acetyl inh	LGR2 inh	miR122 inh	EWS-Fli block	FN deposition inh
Cc1ccc(S(=O)(=O)Nc2ccc3c(c2)C(=O)N([C@@H](C)CO)C[C@H](C)[C@@H](CN(C)Cc2ccc(C(=O)Nc4ccccc4N)cc2)O3)cc1	21	1	.	-5	-15	.	3	.
O=C(c1cnccn1)N1CC[C@@H]2[C@H]1c1cc(-c3ccccc3F)ccc1N[C@@H]2CO	-68	1	0	-14	-18	-4[16.7 µM]	3	9
C[C@H](CO)N1C[C@H](C)[C@@H](CN(C)C(=O)c2ccccc2F)Oc2ncc(-c3ccc(F)cc3)cc2C1=O	.	-1	0	-31	-12	-4[16.7 µM]	-13	-7
O=Cc1cn(-c2ccccc2)nc1-c1ccccn1	1	0	-1	5	-8	2	-7	13
CCCNC(=O)Nc1ccc2c(c1)C(=O)N(C)C[C@@H](OC)[C@H](C)CN[C@@H](C)CO2	-7	1	55	5	-4	.	-2	-1
CC1(C(=O)NCc2cccc3ccccc23)CCN1Cc1ccc(-c2ccccc2)o1 (stereo unspecified)	-2	0	-1	0	19	1	-6	9
CN1CCN(S(=O)(=O)c2ccccc2)C(c2ccccc2)C1 (stereo unspecified)	6	-1	1	.	-25	.	-4	-3
Cc1nc(-c2ccccn2)sc1C(=O)Nc1ccc(Cl)c(Cl)c1	.	.	-7	-6	.	-3	.	7
O=C(Nc1c(C(=O)N2CCCC2)cnn1-c1ccccc1)c1cccc(F)c1	.	.	0	-3	.	-1	.	20
COC(=O)[C@H](Cc1ccccc1)NC(=O)NCCC1=CCCCC1	.	.	-1	-50	.	-15	.	2
CC1CCN(C2=NC(=O)/C(=C/c3ccc(O)cc3)S2)CC1	8	-4	-2	.	-17	.	-23	2
O=C(CNC(=O)c1ccc2c(=O)n3c(nc2c1)CCC3)Nc1ccc(F)c(F)c1	-15	-2	-1	.	16	0	1	-4
Cc1occc1C(=O)N1CCN(c2ccccc2)CC1	-5	1	-1	0	-4	-10	-2	-7
COC(=O)[C@]12C[C@H](CC(=O)NCc3cccc4ccccc34)C(=O)N(Cc3ccccc3)C1=C[C@H](C(C)C)O[C@@H]2C1CC1	4	-6	.	.	24	.	1	-8
O=C(NCc1ccncn1)[C@@H]1[C@@H](CO)[C@@H]2Cn3c(ccc(-c4ccc(F)cc4)c3=O)[C@@H]2N1CC1CC1	23	2	46	.	-8	.	6	.
CC(C)CN(C(=O)c1ccc([N+](=O)[O-])s1)c1c(N)n(Cc2ccccc2)c(=O)[nH]c1=O	11	2	1	7	-4	-2	0	-5
COc1ccc(Cn2c(=O)cc(C)[nH]c2=S)cc1	4	-1	-1	-1	-12	-1	-9	5
Cc1ccc([N+](=O)[O-])c(C(=O)N/N=C/c2cccs2)c1	-22	3	.	.	-28	.	-4	3
Cc1cccc(NC(=O)COC(=O)CC2CCCC2)c1C	4	1	-2	4	-14	-8	-5	-7
CO[C@H]1CN(C)C(=O)c2cc(NC(=O)CC(F)(F)F)ccc2OC[C@@H](C)N(S(=O)(=O)c2cn(C)cn2)C[C@H]1C	5	-2	-3	1	10	.	-1	-9
CCn1c(SCc2nc3ccccc3[nH]2)nnc1-c1ccccc1OC	.	.	15	4	-17	-3	.	.
CO[C@@H]1CN(C)C(=O)c2cc(NC(C)=O)ccc2OC[C@H](C)N(Cc2ccc(F)cc2)C[C@H]1C	.	-1	-3	-8	5	-4[16.7 µM]	4	-5
CCN(CC)CCOC(=O)C1(C2CCCCC2)CCCCC1	-2	3	0	-8	-5	-6	12	-4
CCN(CC)c1ccc(/C=N/NC(=O)c2cnccn2)c(O)c1	17	-9	.	.	-24	.	-28	1
CSCCC(C(=O)Nc1c(C)cccc1C)n1c(-c2cnc(C)cn2)nc2ccccc21 (stereo unspecified)	2	3	.	.	0	.	4	10
CCn1ncc(Cl)c1C(=O)NC(=S)Nc1c(C)cc(C)cc1[N+](=O)[O-]	-13	.	-1	3	2	4	.	3
CC(OC(=O)Cc1cccc(C(F)(F)F)c1)C(=O)Nc1ccc(Cl)cn1 (stereo unspecified)	.	4	0	-1	-4	-7	0	3
COc1ccc(NC(=O)N(C)C[C@@H]2Oc3ccc(NC(=O)Nc4cccc5ccccc45)cc3CC(=O)N([C@H](C)CO)C[C@H]2C)cc1	-27	-2	61	1	13	12[16.7 µM]	5	-8
Cc1c(C(=O)Nc2cccc(Cl)c2)cn2c(nc3ccccc32)c1C#N	-4	.	0	-1	-17	1	.	-6
Cc1ccc(C(=O)N2CCCCC2)cc1S(=O)(=O)N1CCCCCC1	-16	-2	-1	4	-12	15	-1	-9

12 compounds already listed, sorted by molar mass, lowest first.
SMILES	PAX8 reporter	CASP6 VEID inh	Cneo AK release	PGC1a acetyl inh	LGR2 inh	miR122 inh	EWS-Fli block	FN deposition inh
COc1ccc(Cn2c(=O)cc(C)[nH]c2=S)cc1	4	-1	-1	-1	-12	-1	-9	5
Cc1cccc(NC(=O)COC(=O)CC2CCCC2)c1C	4	1	-2	4	-14	-8	-5	-7
CCN(CC)CCOC(=O)C1(C2CCCCC2)CCCCC1	-2	3	0	-8	-5	-6	12	-4
CCN(CC)c1ccc(/C=N/NC(=O)c2cnccn2)c(O)c1	17	-9	.	.	-24	.	-28	1
Cc1c(C(=O)Nc2cccc(Cl)c2)cn2c(nc3ccccc32)c1C#N	-4	.	0	-1	-17	1	.	-6
Cc1ccc(C(=O)N2CCCCC2)cc1S(=O)(=O)N1CCCCCC1	-16	-2	-1	4	-12	15	-1	-9
CCn1ncc(Cl)c1C(=O)NC(=S)Nc1c(C)cc(C)cc1[N+](=O)[O-]	-13	.	-1	3	2	4	.	3
CC(OC(=O)Cc1cccc(C(F)(F)F)c1)C(=O)Nc1ccc(Cl)cn1 (stereo unspecified)	.	4	0	-1	-4	-7	0	3
CSCCC(C(=O)Nc1c(C)cccc1C)n1c(-c2cnc(C)cn2)nc2ccccc21 (stereo unspecified)	2	3	.	.	0	.	4	10
CO[C@@H]1CN(C)C(=O)c2cc(NC(C)=O)ccc2OC[C@H](C)N(Cc2ccc(F)cc2)C[C@H]1C	.	-1	-3	-8	5	-4[16.7 µM]	4	-5
CO[C@H]1CN(C)C(=O)c2cc(NC(=O)CC(F)(F)F)ccc2OC[C@@H](C)N(S(=O)(=O)c2cn(C)cn2)C[C@H]1C	5	-2	-3	1	10	.	-1	-9
COc1ccc(NC(=O)N(C)C[C@@H]2Oc3ccc(NC(=O)Nc4cccc5ccccc45)cc3CC(=O)N([C@H](C)CO)C[C@H]2C)cc1	-27	-2	61	1	13	12[16.7 µM]	5	-8

Additional results follow.
SMILES	PAX8 reporter	CASP6 VEID inh	Cneo AK release	PGC1a acetyl inh	LGR2 inh	miR122 inh	EWS-Fli block	FN deposition inh
CCCCn1c(N)c(S(=O)(=O)c2ccc(C)cc2)c2nc3ccccc3nc21	25	0	6	-19	2	25	7	8
CCOC(=O)c1c[nH]c2ccc([N+](=O)[O-])cc12	-6	0	0	5	-15	.	1	-12
O=[N+]([O-])/C=C/c1cn(Cc2ccc(Cl)cc2)c2ccccc12	33	0	.	.	25	.	29	4
CC(=O)C(Sc1ccc2nnc(-c3cccnc3)n2n1)C(C)=O	-12	2	-1	3	-3	-1	1	.
O=C(CSc1cnc2ccccc2n1)c1ccc(F)cc1	-74	1	.	-4	-30	-11	42	10
CC(Oc1cccc(Br)c1)C(=O)N1CCCN(C)CC1 (stereo unspecified)	-3	-4	2	7	-12	.	4	.
CC(=NNC(=O)c1ccncc1)c1ccc(Cl)c(Cl)c1	-27	-92	0	-6	8	-5	-10	5
O=CN1CCN(C=O)C(O)C1O (stereo unspecified)	6	-1	.	-4	-6	-12	-11	1
CCOC(=O)c1cnc(Nc2nc3ccccc3o2)nc1C	.	.	-10	-6	82*	-4	.	-3
C/C(=N/N1CCN(c2ccccn2)CC1)c1ccc([N+](=O)[O-])cc1	-14	.	-3	4	.	8	.	10
Cc1noc(C(F)(F)F)c1C(=O)NNC(=O)c1ccccc1	-9	-1	.	.	1	.	-5	-5
CCc1cc2c(SCC(=O)Nc3ccc(Cl)cn3)ncnc2s1	-8	-2	.	.	0	.	6	-5
O=C(Cc1cccnc1)N1CC(=O)N2[C@H](CO)[C@H](c3ccc(C4=CCCC4)cc3)[C@@H]2C1	-33	-2	.	9	12	.	13	7
Nc1nonc1-n1nnc(C(=O)N/N=C/c2ccc3c(c2)OCO3)c1CSc1ccccc1	-7	-5	3	-1	-2	-2	-9	0
COC(=O)N(C)C[C@H]1OCc2cnnn2CCCC(=O)N([C@H](C)CO)C[C@H]1C	-18&-3	1	-1&-2	3&4	-14	-2	3&5	8&3
CCN(C(=O)CSc1nc(C)cc(=O)[nH]1)C1CCCCC1	-2	-1	-4	.	3	.	4	1
O=C(CSc1ccc(-c2cccnc2)nn1)Nc1ccc(F)c(F)c1	.	-4	-1	.	-3	-4	8	5
CC(C)Oc1cccc(C(=O)NC(=S)Nc2ccccc2N2CCOCC2)c1	.	-3	8	.	9	-3	12	-4
CO[C@@H]1CN(C)C(=O)c2cc(NC(=O)NC(C)C)ccc2OC[C@@H](C)N(S(C)(=O)=O)C[C@H]1C	-20	4	2	-1	.	-13[16.7 µM]	1	.
CSc1ccccc1NC(=O)CCc1ccccc1	-38	-4	0	.	-1	-8	4	8
COc1ccc(OC)c(C(=O)c2ccc(C(=O)c3cc(OC)ccc3OC)cc2)c1	.	-2	-5	-13	8	12	23	.
Cc1nc(-c2ccc(S(=O)(=O)Nc3cc(F)ccc3F)cc2)co1	-4	2	0	12	-4	-7	-7	10
Cn1c(-c2ccccc2)cc(=NNS(C)(=O)=O)c2cc(S(=O)(=O)O)ccc21	-4	1	-1	2	8	.	0	0
O=C(Nc1ccc(-c2nc3ccccc3[nH]2)cc1)c1ccccc1NS(=O)(=O)c1ccc(F)cc1	-17	.	-3	-11	-10	4	.	-1
C[C@@H]1CCCCO[C@H](CN(C)S(=O)(=O)c2ccc(Cl)cc2)[C@@H](C)CN([C@@H](C)CO)C(=O)c2cc(NC(=O)C3CCCCC3)ccc2O1	44	-1	0	-5	-6	5[16.7 µM]	8	-5
C[C@H](NC(=O)C[C@@H]1C=C[C@H](NC(=O)CN2CCOCC2)[C@H](CO)O1)c1ccccc1	-19	-2	131*	-10	27	.	-7	1

Compound activity from PubChem.
